Pf apPOL inh – Pf-apPOL inhibitors, biochemical, fluorescence; Recombinant Pf-apPOL, molecular beacon fluorescence, 1.5 h; Plasmodium falciparum apicoplast DNA polymerase (apPOL); 0.25% of 210,000 active; inhibition, % at 10 µM
mHTT CaM bind – mutant huntingtin-calmodulin interaction inhibitors – biochemical, AlphaScreen, primary screen; P42858; AlphaScreen His-mHTT/GST-CaM binding, luminescence; inhibition, % at 15 µM; 3.6% of 190,000 active;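 note: 0% = both proteins with DMSO and 100% = one protein alone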
* marks the source's active call; other numbers are inactive results; nt = not tested or not shown; & = joins results of further samples. Cut-off read from the data, not from the text of the source: active = inhibition above about 50%; inactive = the rest. Hits appear at their usual frequency, and some 3.7% of all compounds hit somewhere here.

Results follow in this order: Pf apPOL inh, mHTT CaM bind
> c1ccc(-n2cnnc2C2CCCCN2Cc2ccco2)cc1 (stereo not drawn)
→ -12, -3
> CC1CCC2(CC1)OCC(C(=O)N1CCOCC1)N2C(=O)c1ccc(F)cc1 (stereo not drawn)
→ 0, -1
> O=C(NCc1ccccc1)NC1CC(=O)N(C2CC2)C1 (stereo not drawn)
→ -7, -10
> Cc1cc(NC(=O)C(=O)NCCO)c2ccccc2n1
→ -8, -18
> Cc1ccc(NC(=O)C2CCCN(c3nccc(C)n3)C2)c(Br)c1 (stereo not drawn)
→ 2, -6
> CCC(=O)Nc1nc2ccccc2n1CC
→ -15, -2
> CCOc1ccc(CC(=O)Nc2c(C(C)=O)oc3ccccc23)cc1OCC
→ -7, 2
> CCN1C(=O)CCc2cc(NC(=O)c3cccc(C#N)c3)ccc21
→ -4, 6
> COc1cc(OC)cc(C(=O)NCc2ccccc2OC)c1
→ -5, -5
> CC(=O)Nc1ccc(Oc2nc(C)nc3sc4c(c23)CCC4)cc1
→ 0, 0
> Cn1cnnc1SCC(=O)c1ccc2c(c1)CCCC2
→ 0, 2
> CCCSC1=C(C#N)C2(CCCC2)C(C#N)=C(N)N1
→ 1&2, -1&-5
> COc1ccc(C2CN(C(=O)CC(C)C)CC2C(=O)N2CCOCC2)cc1 (stereo not drawn)
→ -2, 3
> CCNS(=O)(=O)c1ccc(Sc2ccc(S(=O)(=O)NCC)cc2)cc1
→ -7, -5
> CC(=O)N1CCc2cc(S(=O)(=O)Nc3cccc([N+](=O)[O-])c3)ccc21
→ -6, 7
> FC(F)(F)c1cc(-c2ccco2)nc(NCC2CCCO2)n1 (stereo not drawn)
→ 0, -9
> COCCNC(=O)COc1ccc(Br)cc1C(C)(C)C
→ -6, -13
> Cc1c(Cl)cccc1NC(=O)CCN1CCN(C/C=C/c2ccccc2)CC1
→ -6, 50*
> CCC1CN(C(=O)Nc2cccc(SC)c2)c2cc(C)ccc2O1 (stereo not drawn)
→ -1, 25
> NC(=O)C1=CC2([N+](=O)[O-])CN(CC(=O)O)CC([N+](=O)[O-])(C1)C2 (stereo not drawn)
→ 0, 1
> CCCc1nc(-c2c(C)cc(C)nc2NC(=O)c2cccc(Cl)c2)no1
→ 1, -1
> Cc1ccccc1NC(=O)CCN(C)Cc1ccccc1
→ 12, -4
> CC1CCCCC1NC(=O)CN1C(=O)/C(=C/c2ccccc2)Sc2ccccc21 (stereo not drawn)
→ 2, -1
> NC(=NO)c1cnccc1C(F)(F)F
→ -6, nt
> c1ccc(CNc2ncnc3nc[nH]c23)cc1
→ 6, 4
> CCOc1ccc(C2CC(c3ccc(CC)cc3)Nc3nnnn32)cc1OC (stereo not drawn)
→ -3, 47
> COc1ccc(C(=O)NC2CCS(=O)(=O)C2)cc1 (stereo not drawn)
→ -7, nt
> O=C(Nc1ncc(Cc2cccc(Cl)c2Cl)s1)C1CC1
→ -1, 4
> CC(C)(C)N=C1Nc2ccccc2CNC12CCN(C(=O)c1cccs1)C2 (stereo not drawn)
→ -7, 17
> CN1CCN(C(=O)c2ccc3ncnc(N4CCCCC4)c3c2)CC1
→ -4, -8
> O=C(CSC1CC(=O)N(c2ccccc2F)C1=O)Nc1ccc(Cl)cc1 (stereo not drawn)
→ -3&-3, -1&-4
> COc1ccc(Cl)cc1NC(=O)CCN1CCN(C)CC1
→ 55*, 0
> O=C(O)c1cn(-c2ccc(F)cc2[N+](=O)[O-])c(=O)c2ccccc12
→ 3, 0
> Cc1cc(C)cc(NS(=O)(=O)Cc2ccccc2)c1
→ -5, -8
> O=C(C1CCCCC1)N1CC(=O)N(CCc2ccccc2)C(=O)C1
→ 6&-3, -6
> O=C(Nc1ccc(S(=O)(=O)Nc2ccc(Br)cc2)cc1)c1ccc([N+](=O)[O-])cc1
→ -12, 27
> CC1CN(C(=O)CCC2CCCC2)CC1c1nc(-c2ccccc2)no1 (stereo not drawn)
→ -8, 5
> CCc1ccc(CNC(=O)C(=O)Nc2ccccc2)cc1
→ -4, 0
> CSc1cccc(NC(=O)N2CCC3(CC2)Nc2cc(F)ccc2-n2cccc23)c1
→ -2, 25
> COc1ccc(OCC(=O)N2CCCCC2CCN2CCOCC2)cc1 (stereo not drawn)
→ -2, -4
> Cc1ccccc1CNC(=O)C1CCc2nc(N3CCN(C(=O)C(C)C)CC3)sc2C1 (stereo not drawn)
→ -7, 20
> O=C(C1CCN(c2cn[nH]c(=O)c2)CC1)N1CCc2ccccc2C1
→ -8, -5
> O=C(Nc1cc(F)cc(F)c1)C1CCc2sc(C(=O)N3CCCC3)cc2C1 (stereo not drawn)
→ -1, 5
> O=C(Cc1ccc([N+](=O)[O-])cc1)N1N=C(c2cccc([N+](=O)[O-])c2)CC1(O)C(F)(F)F (stereo not drawn)
→ 0, 23
> CCOc1ccc(C2CC(=O)n3nc(-c4ccc(C)cc4)nc3S2)cc1OC (stereo not drawn)
→ -10, -2
> CC(C)CCNC(=O)C1CCN(c2ncnc3c2nc2n3CCCCC2)CC1
→ -1, 0
> Cc1oc(C2CCN(S(=O)(=O)CCc3ccccc3)CC2)nc1C(=O)N(C)C
→ -3, 1
> COc1ccc(OC)c(NC(=O)CN(c2ccc(Br)cc2)S(C)(=O)=O)c1
→ -4, 36
> O=C(Nc1ccccc1)c1coc(CN2CCN(c3ccc(Cl)cc3)CC2)n1
→ -2, 0
> COc1ccc(C=C(C#N)C(=O)c2cc(C)on2)cc1
→ 2, nt
> CNc1nccc(N2CCC(CC(=O)N3CCN(C(C)=O)CC3)CC2)n1
→ -4, 1
> O=C(CCCCC(=O)n1cccn1)n1cccn1
→ 3, -6
> O=C(Nc1ccc([N+](=O)[O-])cc1Br)c1ccco1
→ 2, 5
> COc1cccc(C(=O)Nc2cc(C(=O)N3CCC(C)CC3)cn(C)c2=O)c1OC
→ -2, 15
> O=c1[nH]c2c(oc3ccccc32)c(-c2ccccc2)c1-c1ccccc1
→ -4, 34
> Cc1ccc2c(CN3CCCCC3CCO)cc(=O)oc2c1 (stereo not drawn)
→ -8, -4
> COc1ccc(C(=O)NC(C(=O)NN)C23CC4CC(CC(C4)C2)C3)cc1 (stereo not drawn)
→ 2&-6, 7&14
> CCCOc1ccc(C2CC(=O)Nc3n[nH]c(C)c32)cc1 (stereo not drawn)
→ -3, 0
> O=C(Nc1cnc(N2CCCC2)nc1)c1cccc(Br)c1
→ -5, -1
> CCSc1ccccc1C(=O)NCCn1ncc2c(NCc3ccco3)ncnc21
→ 49, -5

The results go on.
Results follow in this order: Pf apPOL inh, mHTT CaM bind
> CCC(=O)NCc1csc(C2CCCN(S(=O)(=O)c3cc(C)cc(C)c3)C2)n1 (stereo not drawn)
→ -2, 24
> O=C(CCSc1ccccc1)NCCn1cnc(-c2ccc(F)cc2)cc1=O
→ -8, -15
> CN(C)c1ccc(CNc2ccc3c(c2)ncn3C)cc1
→ -4, 20
> CC1CCN(C(=O)CN2C(=O)C3CCCN3C(=O)c3cc(F)ccc32)CC1 (stereo not drawn)
→ -8, -5
> Cc1ccc2c(Cl)c(C(=O)N3CC(C)OC(C)C3)sc2c1 (stereo not drawn)
→ 1, 18
> CSc1nnc(-c2nn(C)c3c2CN(C(=O)c2cccc(Cl)c2)CC3)n1C
→ -6, 1
> O=C(c1cc(-c2ccco2)[nH]n1)N1CCC(COCc2ccccc2)CC1
→ 0, 59*
> C=CCc1cc(/C=C2/NC(=O)N(Cc3ccc(F)cc3)C2=O)cc(OCC)c1O
→ 0, 33
> O=c1oc2ccccc2c2c1SC(C(F)(F)F)C2 (stereo not drawn)
→ -16, -6
> CC(=O)Nc1ccc(-c2noc(C3CCCN(C(=O)c4ccc(C(C)C)cc4)C3)n2)cc1 (stereo not drawn)
→ -3, -6
> CCOC(=O)N1CCN(Cc2ccc(O)c(OC)c2)CC1
→ -2, -2
> CC(=O)N(CCC1(C(C)C)CCOC(C)(C)C1)Cc1ccc2c(c1)OCO2 (stereo not drawn)
→ -3, 34
> Cc1cc(C(=O)N2CCC(C(N)=O)CC2)ccc1[N+](=O)[O-]
→ 5, 0
> CCCN(CCC)Cc1c(O)ccc2c1OC(=Cc1ccco1)C2=O
→ -3, 9
> COc1ccc(CNC(=O)COc2ccccc2C(=O)NCCc2ccc(OC)c(OC)c2)cc1
→ 2, 0
> Cc1cccc(C2=N/C(=C/c3ccccc3C(F)(F)F)C(=O)O2)c1
→ -5, 5
> CCOc1ccc(CN2C(=O)c3ccccc3C2C(=O)NCc2cccnc2)cc1OC (stereo not drawn)
→ -2, 1
> O=C(Nc1ccc(Br)cc1)c1cnn2c1NC(c1cccs1)CC2C(F)(F)F (stereo not drawn)
→ 8, 9
> COc1ccc(C2NCCc3cc(O)c(O)cc32)cc1OC (stereo not drawn)
→ -7, 1
> Cc1cc(C)cc(C(=O)c2ccccc2C(=O)O)c1
→ -4, 0
> CSc1nc(N)nc(-c2csc(C)n2)n1
→ -7, nt
> CCN(CC)c1ccc(C=Nc2ccc(OC)cc2OC)c(O)c1
→ 3, 25
> O=C(Cn1ccc2ccccc21)N1CCN(c2ccc(-c3ccccn3)nn2)CC1
→ 0, 45
> CCc1nc2c(c(=O)n1CC(=O)Nc1ccc(C)cc1)CN(Cc1ccccc1)CC2
→ -1, 12
> C#CCOc1ccc(/C=C2\NC(=O)N(Cc3ccccc3F)C2=O)cc1
→ 2, -3
> O=C(NC1CCCCC1)c1ccc(-n2cccn2)nc1
→ -1, -4
> CNc1nccc(N2CCC(CC(=O)NCC(C)C)CC2)n1
→ -4, -3
> COc1ccccc1NC(=O)c1ccn(C(=O)c2cccc(I)c2)n1
→ -6, -3
> CCOc1ccccc1NC(=O)N1CCCC1c1ccc(OC)cc1 (stereo not drawn)
→ -5, -4
> O=C(Nc1ccc(-c2nc3ncccc3o2)cc1)c1ccc([N+](=O)[O-])o1
→ -6, 21
> Cc1ccc(C(=O)NCc2ccc3c(c2)OCO3)cc1Cl
→ 33, -5
> Cc1cc(C)nc(NC(=O)c2ccc(Cl)c(Cl)c2)n1
→ -6, 3
> O=C1CC(Sc2ccccn2)C(=O)N1c1ccc(Br)cc1 (stereo not drawn)
→ 4, -2
> COc1ccc(C(=O)N2CCCN(C(=O)c3ccc(OC)cc3)CC2)cc1
→ -3, 1
> Cc1ccc(COCc2nn(C)c3c2CN(C(=O)Nc2cccc(Cl)c2)CC3)cc1
→ -1, 9
> CCOC(=O)c1c(C(C)(C)C)oc2ccc(O)cc12
→ -9, 11
> O=C(CN1CC(c2nc(-c3ncccn3)no2)C1)NCc1ccc2c(c1)OCO2
→ -4, 0
> Cc1ccc(S(=O)(=O)N=C(Nc2nc(C)cc(C)n2)Nc2cccc(C)c2C)cc1
→ 5, -5
> CNC(=O)c1c(NC(=O)c2ccccc2Oc2ccccc2)sc(C)c1C
→ 6, -1
> CCCCN(CC)C(=O)Cn1c(=O)n(-c2ccccc2)c(=O)c2sccc21
→ 4, -1

Laid out differently: results already given
smiles	Pf apPOL inh	mHTT CaM bind
CCOC(=O)c1c(C(C)(C)C)oc2ccc(O)cc12	-9	11
O=C(CN1CC(c2nc(-c3ncccn3)no2)C1)NCc1ccc2c(c1)OCO2	-4	0
Cc1ccc(S(=O)(=O)N=C(Nc2nc(C)cc(C)n2)Nc2cccc(C)c2C)cc1	5	-5

Next part.
Results follow in this order: Pf apPOL inh, mHTT CaM bind
> CCN(Cc1cc(-c2ccc(C)cc2C)on1)C(=O)c1cccs1
→ 3, -57
> CCN(C(=O)c1ccc2c(c1)N(S(C)(=O)=O)CC2)c1ccccc1
→ 2, 1
> Cc1ccc(CC(=O)N2CCCN(c3nnc4ccc(Cl)cn34)CC2)cc1
→ -5, 12
> Cc1cc(C)cc(NC(=S)NCCCNC(=O)OC(C)(C)C)c1
→ 0, nt
> CCCC(=O)N1CCC(c2nc(C(=O)N(C)C)c(C)o2)CC1
→ -2, -1
> Cc1cc(OCC(=O)NCc2cccnc2)ccc1Cl
→ -10, -3
> Cc1cc(C(=O)NC2C3CC4CC(C3)CC2C4)ccc1[N+](=O)[O-] (stereo not drawn)
→ 3, 0
> CCc1ccccc1NC(=O)Nc1ccc2nnc(C)n2c1
→ 0, -1
> COC(=O)C(C(C(=O)OC)N1CCOCC1)N1CCOCC1 (stereo not drawn)
→ 0, nt
> Cn1cnc2cc(CNC(=O)c3ccc4cc[nH]c4c3)ccc21
→ -1, -2
> COc1ccc(NC(=O)C2CCN(c3cccc(Cl)c3)C2=O)c(OC)c1 (stereo not drawn)
→ -4, 16
> Cc1ccnc(NS(=O)(=O)c2ccc(NC(=O)Cc3ccccc3)cc2)n1
→ -3, -3
> COc1ccc(C2C(C(=O)NCCN(C)C)c3cc(OC)c(OC)cc3C(=O)N2C)cc1 (stereo not drawn)
→ -2, 2
> O=C(O)C=CC(=O)NCCc1ccc(Cl)cc1
→ -6, nt
> Brc1ccc2cc(C34CC5CC(CC(C5)C3)C4)ccc2c1
→ -2, -2
> Cc1ccc(CNc2ccc3[nH]ncc3c2)cc1
→ -6, 82*
> Cc1cccc(C)c1OCC(=O)NCc1ccc2c(c1)OCO2
→ -3, 2
> O=C1C2C3c4ccccc4C(c4ccccc43)C2C(=O)N1C12CC3CC(CC(C3)C1)C2 (stereo not drawn)
→ -5, -1
> COc1ccc2oc(=Nc3cccc(/C=C/C(=O)O)c3)c(C(N)=O)cc2c1
→ -2, 6
> O=C1NC(=O)C2C1C1C=Cc3ccccc3N1C2C(=O)c1ccc(F)cc1 (stereo not drawn)
→ nt, 52*
> Cc1cc(=O)[nH]c(N=C(N)Nc2ccc(Cl)cc2Cl)n1
→ 10, nt

Record cards, from the list above.
CCN(C(=O)c1ccc2c(c1)N(S(C)(=O)=O)CC2)c1ccccc1 is listed as Pf apPOL inh = 2; mHTT CaM bind = 1
CCc1ccccc1NC(=O)Nc1ccc2nnc(C)n2c1 is listed as Pf apPOL inh = 0; mHTT CaM bind = -1
Cc1ccnc(NS(=O)(=O)c2ccc(NC(=O)Cc3ccccc3)cc2)n1 is listed as Pf apPOL inh = -3; mHTT CaM bind = -3

Source: PubChem (University of Kansas High Throughput Screening Laboratory)
